Screens as filed in PubChem BioAssay.
IMP-1 inh = blocks Pseudomonas aeruginosa IMP-1 metallo-beta-lactamase; 290,000 compounds, 0.45% hits; purified IMP-1, nitrocefin hydrolysis, epi-absorbance fluorescence; inhibition, % at 5.6 µM;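 active means inhibition above the mean plus 3 SD of all compounds in the same screening run, cut at about 4.5% in these data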;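 further: 0% = IMP-1 with DMSO and 100% = DMSO wells lacking enzyme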
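Assay system: purified recombinant IMP-1 beta-lactamase. Input: IMP-1 0.2 nM before substrate addition. Buffer or medium: Zinc- and detergent-supplemented HEPES buffer, pH 7.1. Schedule: 25 °C, 15 min preincubation, 25 min reaction. Signal: Epi-absorbance fluorescence, 480 nm excitation, 530 nm emission. Evaluation: percent inhibition from optical density relative to buffer-blank wells.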
VIM-2 inhibitor = blocks Pseudomonas aeruginosa VIM-2 metallo-beta-lactamase; purified VIM-2, nitrocefin hydrolysis, epi-absorbance fluorescence; inhibition, % at 5.6 µM; 290,000 compounds, 0.89% hits; AID 1527;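 active means inhibition above the mean of all tested compounds plus 3 SD, cutoff set per screening run, cut at about 7.5% in these data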;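 further: red hydrolysis product quenches plate fluorescence so inhibitors raise well fluorescence; 0% = enzyme with DMSO and 100% = DMSO without enzyme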
SUMO HTRF inh = SUMOylation inhibition. P63279. HTRF SUMOylation assay, SAE1/SAE2 + UBC9, in vitro. inhibition, % at 35 µM. 290,000 compounds, 0.36% hits; in the data active means inhibition above about 50%, passing the limit was not always enough; further: strong numbers were not always called active
IDE cell inh = inhibitors of human insulin-degrading enzyme in cells. inhibition, % at 5.59 µM. AID 434962. 320,000 compounds, 0.41% hits. HEK cells, FAbetaB cleavage, fluorescence polarization;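 active means percent inhibition above the average of all tested compounds plus 3 SD, set per screening campaign, cut at about 16% in these data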;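 further: IDE supplied by intact live HEK cells; FP after avidin binding of uncleaved biotin substrate so inhibition keeps polarization high; 0% = DMSO wells and 100% = 60 µM reference IDE inhibitor Ii1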
HCV NS3 hel inh = HCV NS3 helicase inhibition | NS3 helicase DNA unwinding, Cy5 molecular beacon fluorescence | inhibition, % at 10.9 µM | 290,000 compounds, 0.56% hits | AID 1800;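 active means inhibition above the mean of all tested compounds plus 3 SD, set per campaign, cut at about 35% in these data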;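 further: 0% = DMSO wells and 100% = thioflavine S control wells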
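Measured by: Cy5 fluorescence, 0 and 60 min reads / Assay system: NS3 helicase fragment of HCV / Control set: low DMSO, high thioflavine S at 110 µM / Times: 1 h reaction at 25 °C, ATP-initiated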
GalR3 antagonist = human GalR3 antagonism | 360,000 compounds, 0.44% hits | inhibition, % at 3 µM | HEK293 GalR3-CNG cAMP membrane potential fluorescence; galR3 body fused to GalR1 C-terminus | O60755;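 active means inhibition above the screen-wide average plus 3 SD, cut at about 13% in these data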;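 further: forskolin and galanin both at EC90 stimulate the cells; cAMP rise reported by CNG channel membrane potential dye signal; 0% = forskolin plus galanin with DMSO and 100% = forskolin alone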
p-CIP stab down = lowers stability of the mouse p/CIP coactivator protein; Q05BA5; F442A p/CIP-EGFP cells, EGFP fluorescence, 16 h; decrease of EGFP signal, % at 10 µM; 290,000 compounds, 0.01% hits;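 active means EGFP signal decrease of at least 30% at 10 µM or well 3 SD below plate mean, unless failing retest; inactive means the rest, including hits failing retest or dose response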; further: some compounds called inactive have numbers as strong as hits; many of its hits are not listed in these tables
Target sequence (Q05BA5 1-1403): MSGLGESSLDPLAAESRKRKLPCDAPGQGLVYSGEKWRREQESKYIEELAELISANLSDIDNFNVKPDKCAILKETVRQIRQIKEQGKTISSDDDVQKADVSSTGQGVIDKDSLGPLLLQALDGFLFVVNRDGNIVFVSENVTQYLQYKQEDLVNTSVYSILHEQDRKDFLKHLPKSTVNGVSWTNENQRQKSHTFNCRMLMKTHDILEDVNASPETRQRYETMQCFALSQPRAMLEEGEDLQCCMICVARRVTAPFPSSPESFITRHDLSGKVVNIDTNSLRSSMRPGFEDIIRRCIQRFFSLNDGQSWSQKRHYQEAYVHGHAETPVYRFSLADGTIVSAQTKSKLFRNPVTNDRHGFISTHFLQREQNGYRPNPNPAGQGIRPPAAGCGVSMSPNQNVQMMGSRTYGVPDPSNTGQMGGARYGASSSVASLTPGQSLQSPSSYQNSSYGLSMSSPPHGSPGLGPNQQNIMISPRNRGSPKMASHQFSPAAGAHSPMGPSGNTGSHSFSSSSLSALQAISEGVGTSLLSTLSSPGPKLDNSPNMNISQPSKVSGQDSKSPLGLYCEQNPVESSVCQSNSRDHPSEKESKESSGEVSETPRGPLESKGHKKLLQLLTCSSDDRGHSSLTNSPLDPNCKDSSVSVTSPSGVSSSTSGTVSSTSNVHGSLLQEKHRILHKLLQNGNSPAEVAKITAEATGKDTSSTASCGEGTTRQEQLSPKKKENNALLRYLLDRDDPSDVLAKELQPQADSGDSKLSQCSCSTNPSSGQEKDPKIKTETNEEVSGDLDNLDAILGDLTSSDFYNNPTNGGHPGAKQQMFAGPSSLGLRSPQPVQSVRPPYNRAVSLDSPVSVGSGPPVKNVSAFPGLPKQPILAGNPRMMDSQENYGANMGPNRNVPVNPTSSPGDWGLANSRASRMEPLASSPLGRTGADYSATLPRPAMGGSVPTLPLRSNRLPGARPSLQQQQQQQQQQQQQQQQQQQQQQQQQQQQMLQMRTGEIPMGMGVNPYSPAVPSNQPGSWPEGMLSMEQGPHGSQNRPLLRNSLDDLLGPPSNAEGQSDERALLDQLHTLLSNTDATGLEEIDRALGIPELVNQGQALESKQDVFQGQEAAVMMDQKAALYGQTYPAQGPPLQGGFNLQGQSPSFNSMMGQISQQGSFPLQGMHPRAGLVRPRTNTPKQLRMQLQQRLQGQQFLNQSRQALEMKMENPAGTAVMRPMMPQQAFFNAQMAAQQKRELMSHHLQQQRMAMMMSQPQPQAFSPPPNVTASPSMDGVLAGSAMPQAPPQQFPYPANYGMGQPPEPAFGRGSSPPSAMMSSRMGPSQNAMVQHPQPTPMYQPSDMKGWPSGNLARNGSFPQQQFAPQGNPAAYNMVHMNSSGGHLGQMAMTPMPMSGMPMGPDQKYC
CRFR2-BP antag = blocks CRF-induced signaling of the CRF-BP/CRF-R2 complex; HEK293 CRF-R2/CRF-BP, CRF-induced calcium fluorescence; inhibition, % at 11.8 µM; 350,000 compounds, 0.59% hits;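 active means inhibition of the ligand-induced calcium signal above about 50% at the single tested concentration, limit read from the data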
IDE act = IDE (human) activation, cell-based | P14735 | HEK cells, FAbeta-B cleavage, fluorescence polarization; 0% vehicle, 100% cell-free pure enzyme wells | activation, % at 5.96 µM | 340,000 compounds, 0.073% hits | AID 493087;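 active means activation above the mean of all tested compounds plus 3 SD, set per screening campaign, cut at about 17% in these data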
* marks the source's active call; other numbers are inactive results; / = not tested or not shown.

SMILES	IMP-1 inh	VIM-2 inhibitor	SUMO HTRF inh	IDE cell inh	HCV NS3 hel inh	GalR3 antagonist	p-CIP stab down	CRFR2-BP antag	IDE act
CCCCn1c(N)c(N(CCOC)C(=O)CN(C)S(=O)(=O)c2ccc(F)cc2)c(=O)[nH]c1=O	/	/	/	-1	/	-2	/	0	5
CCCOc1ccc(Cl)cc1CNc1ccccc1	-1.1	-2.5	-3	1	-9	-7	4	-15	-3
C/C=C/c1ccc(OCC(=O)Nc2cc(C(F)(F)F)ccc2N2CCOCC2)c(OC)c1	-1.6	-3.8	-10	-1	2	-1	1	-14	1
O=C(CN(C(=O)CNC(=O)c1ccco1)c1ccc(F)c(Cl)c1)NC1CCCCC1	-1.3	-1.9	-3	3	-4	-10	-14	-20	4
O=C(Nc1cc(C(F)(F)F)ccc1N1CCOCC1)c1cncc(Br)c1	-0.6	0.0	21	-6	-2	-3	-5	-27	3
Cc1onc(-c2ccccc2Cl)c1C(=O)Oc1cccc2cccnc12	-4.4	-2.6	-9	3	23	-7	0	3	1
Cc1ccc(C)c(N2CCN(C(=O)c3csc(C)c3C)CC2)c1	-3.5	-2.8	1	0	-4	4	0	-9	1
COC(=O)c1ccccc1NC(=O)CSc1nnc(COc2cccc(OC)c2)n1C	-7.3	0.0	2	4	3	-4	6	7	3
O=C(OCc1ccc(Cl)cc1)c1cccnc1Cl	-2.8	1.1	10	7	-9	1	0	-14	5
NC(=O)COC(=O)CSc1cccc2cccc(Cl)c12	1.3	-1.4	0	-2	0	-5	36	-8	4
Cc1ccc(S(=O)(=O)CCC(=O)Nc2ccc3c(c2)OCO3)cc1	-3.5	-5.5	6	5	4	0	-10	27	4
CCCCC(=O)Nc1ccc(S(=O)(=O)N2CCCCC2c2cccnc2)cc1 (stereo not drawn)	-1.8	-1.7	4	-7	-1	-3	-21	2	3
CC(C)N(Cc1ccccc1)C(=O)CC(=O)N(Cc1ccccc1)C(C)C	-3.1	-0.9	10	2	13	-10	-6	-6	-2
CCc1ccc(CNC(=O)CCS(=O)(=O)Cc2ccc(C)cc2)cc1	0.5	1.1	/	-2	4	-7	0	8	2
Cc1c(/C(O)=C2/C(=O)C(=O)N(Cc3cccnc3)C2c2cccs2)cnn1-c1ccccc1 (stereo not drawn)	-2.1	-1.4	22	0	1	-4	-21	11	8
Cc1cc(C)n2nc(SCC(=O)N3CCCC(C)C3)nc2n1 (stereo not drawn)	/	/	/	1	/	-4	/	11	4
O=C(CN1C(=O)C2CC=CCC2C1=O)Nc1ccc(OC(F)(F)F)cc1 (stereo not drawn)	/	/	/	0	/	-5	/	-9	4
O=C(O)CCNc1cc2ccccc2cc1C(=O)O	-0.2	2.1	33	-5	18	-5	-7	12	-1
O=C(Nc1ccc(Cl)cc1)N1CCc2ccccc2C1	-1.7	-4.3	20	2	0	-5	-14	-10	-3
CCN(CC)Cc1c(C(=O)N/N=C/c2ccc(C)o2)nnn1-c1nonc1N	-3.6	-2.5	3	3	-3	-4	-4	-3	1
O=C(CN1CCN(Cc2ccc(F)cc2)C1=O)NC1CCCC1	-2.6	-3.1	26	-2	1	-1	5	7	9
CC(=O)c1c(COC(=O)c2ccc(Cl)cc2)nc2ccccc2[n+]1[O-]	-3.9	-3.3	16	-6	-4	11	0	2	6
CCC(=O)N=c1n(C)c2ccccc2n1CCOc1ccccc1	-1.3	-1.9	-14	2	2	0	-5	15	-1
COc1cccc(OCC(O)CN2CCC(CN3C(=O)c4cccc5cccc(c45)C3=O)CC2)c1 (stereo not drawn)	-0.9	14*	16	6	-84	-9	0	-16	1
Cc1cc(NC(=O)c2ccc(S(=O)(=O)N3CCOCC3)cc2)no1	-0.1	-5.2	4	-4	0	1	4	3	5

Entries above with an aryl methoxy group, in the order listed:
SMILES	IMP-1 inh	VIM-2 inhibitor	SUMO HTRF inh	IDE cell inh	HCV NS3 hel inh	GalR3 antagonist	p-CIP stab down	CRFR2-BP antag	IDE act
C/C=C/c1ccc(OCC(=O)Nc2cc(C(F)(F)F)ccc2N2CCOCC2)c(OC)c1	-1.6	-3.8	-10	-1	2	-1	1	-14	1
COC(=O)c1ccccc1NC(=O)CSc1nnc(COc2cccc(OC)c2)n1C	-7.3	0.0	2	4	3	-4	6	7	3
COc1cccc(OCC(O)CN2CCC(CN3C(=O)c4cccc5cccc(c45)C3=O)CC2)c1 (stereo not drawn)	-0.9	14*	16	6	-84	-9	0	-16	1

The list continues:
SMILES	IMP-1 inh	VIM-2 inhibitor	SUMO HTRF inh	IDE cell inh	HCV NS3 hel inh	GalR3 antagonist	p-CIP stab down	CRFR2-BP antag	IDE act
COc1cc(-c2cc(N)n(S(=O)(=O)c3ccccc3)n2)cc(OC)c1OC	-1.3	-1.8	-17	-2	1	-3	-3	3	-2
CC(Oc1cccc2ccccc12)C(=O)N/N=C/c1cccnc1 (stereo not drawn)	-3.0	-0.2	-2	1	5	-9	-1	7	0
Cc1cccc(C(O)(C(=O)NNc2ccc3ccccc3n2)c2cccc(C)c2)c1	-5.3	-4.5	-6	-1	-10	-2	-9	24	4
CCOc1cc2[nH]c(=O)n(CCCN3CCCC3=O)c(=O)c2cc1OCC	-2.2	-4.5	34	4	22	-1	-11	5	-7
COc1cc2[nH]c(=S)nc(NC3CCCCCC3)c2cc1OC	-3.8	-4.2	-1	1	3	6	-6	40	0
O=C(Cn1ncc2c(=O)oc3ccccc3c21)N1CCCc2ccccc21	-0.9	-2.6	22	4	13	-2	-3	-6	4
Cc1cc(C)c(S(=O)(=O)N2CCOCC2)cc1C	-3.4	-2.5	11	2	4	-2	-12	2	6
Cn1c(N)c(C(=O)COC(=O)c2ccccc2NCc2ccco2)c(=O)n(C)c1=O	-3.9	-6.9	21	5	11	-4	-4	3	2
CC(C)C(C(=O)Nc1ccc2c(c1)OCCO2)N1C(=O)c2ccccc2C1=O (stereo not drawn)	-4.5	-3.7	2	-2	4	3	3	-4	0
CC(C)CC(C)c1cc(N)nc2nc3ccccc3n12 (stereo not drawn)	-4.1	-3.6	20	0	-10	-7	-4	-52	-1
CN(C)C(=O)Nc1cnc2ccccc2c1	-3.4	-1.8	-2	0	3	-1	-1	22	-4
CCCCCOc1ccc(C2C(C(C)=O)=C(C)Nc3ncnn32)cc1OC (stereo not drawn)	-4.5	-3.8	-30	4	3	-2	-4	-14	-4
O=C(Cc1ccccc1)Nc1ccc(-c2nnc(-c3ccco3)o2)cc1	-3.6	-1.6	3	1	7	-5	-10	-6	1
COC(=O)[C@@H]1C[C@H]2CC[C@H](O)C[C@H]2N1Cc1ccc(C(F)(F)F)cc1	/	/	9	-3	/	1	-5	-3	-5
Cc1ccccc1CNC(=O)C(=O)NCC1CCCN1S(=O)(=O)c1ccccc1 (stereo not drawn)	/	/	/	-8	/	3	/	3	-2
N/C(=N\OC(=O)c1cccc(F)c1)c1cccc([N+](=O)[O-])c1	-0.5	-0.6	11	2	9	-8	-10	13	1
CC(C)Cn1c(N)c(C(=O)COC(=O)C2CCCN2C(=O)c2cccs2)c(=O)n(C)c1=O (stereo not drawn)	/	/	/	9	/	-1	/	-3	-3
Cn1cccc1Cc1nnc(SCC(=O)NCCc2ccccc2)n1C	-0.5	-3.6	21	3	5	4	9	-1	-1
Cc1ccc(OCc2ccc(C(=O)Nc3ccc(C(N)=O)cc3)o2)c([N+](=O)[O-])c1	1.1	-1.1	11	2	-7	-3	-15	14	0
Cc1cc(C(=O)NC2CCCC(C)C2C)c2ccccc2n1 (stereo not drawn)	/	/	/	4	/	0	/	16	7
C[C@H](NS(=O)(=O)c1ccc(Cl)cc1)C(=O)OCC(=O)N1CCOCC1	/	/	/	0	/	-6	/	1	1
COC(=O)c1sc(N2C(=O)C(O)=C(C(=O)c3ccc(C)o3)C2c2ccc(F)cc2)nc1C (stereo not drawn)	0.1	0.0	6	2	20	-1	-13	2	-4
Cc1noc(C)c1C(=O)OC(C)C(=O)N1CCc2ccccc21 (stereo not drawn)	/	/	/	2	/	-6	/	4	2
CC(=O)C1=C(C)OC(N)=C(C#N)C1c1cc2cc(C)c(C)cc2nc1Cl (stereo not drawn)	-1.2	-0.8	8	4	10	-3	-3	1	4
Cc1ccc(-n2nc(C)c(C3(O)C(=O)N(C)c4ccccc43)c2N)cc1 (stereo not drawn)	-1.4	-0.6	8	1	6	-1	-13	-5	-2

(more compounds)
SMILES	IMP-1 inh	VIM-2 inhibitor	SUMO HTRF inh	IDE cell inh	HCV NS3 hel inh	GalR3 antagonist	p-CIP stab down	CRFR2-BP antag	IDE act
COc1ccc(OC)c(NC(=O)CCNS(=O)(=O)c2ccc3c(c2)c(=O)n(C)c(=O)n3C)c1	-1.2	-2.7	9	-3	-4	-5	-6	-5	10
N/C(=N\OC(=O)Cc1ccc(-c2ccccc2)cc1)c1ccccn1	-1.9	-2.8	-26	-2	0	-3	-2	-85	-5
CCCCNc1oc(-c2cccs2)nc1S(=O)(=O)c1ccccc1	-2.6	-4.1	0	-4	-2	-10	-7	-5	-1
Cn1c(=O)n(C)c2cc(S(=O)(=O)NCc3ccco3)ccc21	0.9	1.2	25	1	0	-2	3	-11	0
CC(=O)c1c(C)[nH]c(C(=O)N2CCN(S(=O)(=O)c3ccc(F)c(F)c3)CC2)c1C	/	/	/	0	/	-4	/	-5	5
CC(C)c1cc(CNC(=O)CCc2nnc(CCCCc3ccccc3)o2)on1	-3.8	-2.5	-9	-1	-22	0	-4	1	8
O=C1CN(C(=O)COc2c(Cl)cccc2Cl)c2ccccc2N1	/	/	/	0	/	-2	/	6	1
O=C(c1ccc(Br)o1)N1CCN=C1SCc1cccnc1	-2.2	3.5	12	1	2	-2	-2	12	6
Oc1c(Br)cc(Br)cc1/C=N/Nc1ccc(Cl)nn1	-2.5	-7.1	12	10	41*	-6	0	-1	3
CSCCNCc1c(C(=O)N2CCOCC2)nc2c(C)cccn12	-2.4	-2.3	-3	0	-5	-3	-3	-18	3
C=CCn1c(SCC(=O)c2[nH]c(C)c(C(=O)OCC)c2C)nc2scc(-c3ccccc3)c2c1=O	-2.1	-1.8	7	5	-1	-5	-6	-6	7
COc1ccc(Cl)cc1NC(=O)C(=O)NCc1ccncc1	-1.2	-4.9	2	0	-12	-4	0	2	6
C/C(=N/NC(=O)C1CCCN1C(=O)c1ccc([N+](=O)[O-])cc1)c1ccc(Br)cc1 (stereo not drawn)	-0.9	-2.1	9	/	-1	-3	-15	7	0
COc1ccc(C(C(=O)NC2CCCC2)N(Cc2ccccc2)C(=O)c2nsc(Cl)c2Cl)cc1 (stereo not drawn)	-3.0	-2.7	11	-5	-13	-5	1	-5	8
CCN(CC)c1ccc(NC(=S)NCC2CCCO2)cc1 (stereo not drawn)	-0.7	1.5	0	3	7	-6	-10	-2	-5
CCOc1cc(NC(=S)Nc2ccc(Cl)cc2)c(OCC)cc1NC(C)=O	-2.5	-3.7	10	-4	-2	-8	-16	6	0
CC1CCN(c2ccc([N+](=O)[O-])cc2C(N)=O)CC1	-3.5	-0.7	-2	-4	7	-4	5	15	0
O=C(Cc1cccs1)OCC(=O)c1ccco1	-1.1	0.1	18	3	4	-2	-7	27	-5
